Assay outcomes deposited in PubChem BioAssay by Johns Hopkins Ion Channel Center.
hERG protect: compounds protecting human hERG from proarrhythmic drug block; activation (rescue from dofetilide block), less the hit threshold, % at 10 µM; 0.51% of 310,000 active; AID 1511; CHO-hERG, FluxOR thallium flux, dofetilide IC70 present;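 active means activation above the mean of controls blocked by dofetilide plus 5 SD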;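 further: thallium influx through hERG after potassium depolarization seen as dye fluorescence rise; in these data hits start at about 4.7%; inactives centre near -7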
TMEM16A inh: mouse TMEM16A channel inhibition, primary screen; HEK293 TMEM16A/YFP iodide influx fluorescence, ionomycin; normalized B-score (activity score, 25-100; higher = stronger inhibition) at 10 µM; 1.2% of 310,000 active;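 active means ratio plate-corrected score three or more library SD toward inhibition, starting fluorescence score within five deviations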;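 further: score derived from kinetic fluorescence span divided by baseline fluorescence per well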
KCNK3 block: human KCNK3 channel inhibition, primary screen. O14649. CHO-KCNK3 thallium flux, FluxOR fluorescence; hits give low values. AID 602410. B-score at 10 µM. 0.84% of 340,000 active;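 active means B-score under library mean minus 4 SD, starting fluorescence ratio at most library mean plus 5 SD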;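 further: more negative B-score means stronger inhibition of thallium flux through KCNK3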
KCNQ1 inh: inhibitors of human KCNQ1 potassium channel; P51787; CHO-K1 KCNQ1, FluxOR thallium flux fluorescence; hits give high values; B-score at 10 µM; 1.3% of 310,000 active;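 active means compounds whose thallium flux B-score, printed positive for inhibition, exceeds three library SD while starting fluorescence stays within three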;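 further: channel opened by potassium depolarization with thallium stimulus after 20 min compound exposure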
RGS4 pot: potentiators or activators of RGS4; HEK293 M3R/inducible RGS4, carbachol calcium flux Fluo4; hits give low values; B-score at 10 µM; 0.92% of 310,000 active;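 active means B-score of the integrated calcium signal more than 4 SD below the library mean, with starting fluorescence not abnormally high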;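 further: negative B-score means reduced calcium response which marks RGS4 activation or potentiation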
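Detection: kinetic calcium fluorescence imaging with Fluo4-AM dye, 2 µM / Material: HEK293 cells with stable M3R and inducible RGS4 / Schedule: recording 10 s baseline at 1 Hz, 100 s post-agonist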
RGS4 inh: inhibitors of human RGS4 | 0.45% of 310,000 active | B-score at 10 µM | P49798 | HEK293 M3R/RGS4 inducible, Fluo-4 calcium flux; hits give high values; triggered by carbachol at its EC20;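 active means B-score, a plate-corrected calcium signal, over three deviations above library mean, with baseline fluorescence within five deviations of library mean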;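 further: RGS4 expression induced by doxycycline in cells with stable M3 receptor; B-score is computed from the integrated fluorescence ratio over baseline after carbachol; higher B-score means a larger calcium signal and so more RGS4 inhibition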
Target sequence (P49798 whole entry, looked up): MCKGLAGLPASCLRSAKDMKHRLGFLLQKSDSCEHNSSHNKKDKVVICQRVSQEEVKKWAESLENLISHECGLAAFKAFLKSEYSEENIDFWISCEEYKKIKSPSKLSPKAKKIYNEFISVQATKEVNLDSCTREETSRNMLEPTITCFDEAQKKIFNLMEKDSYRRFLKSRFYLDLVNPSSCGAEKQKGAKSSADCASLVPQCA
KCNK9 block: inhibitors of human KCNK9 two-pore domain potassium channel | 1.2% of 310,000 active | HEK293 KCNK9, FluxOR thallium flux fluorescence; hits give low values | Q9NPC2 | B-score at 10 µM;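 active means ratio B-score over 3 SD below the library mean, with starting fluorescence within 5 SD of its mean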;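 further: negative B-score means less thallium flux so channel inhibition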
Target sequence (Q9NPC2 whole entry, looked up, the tested form may be a part): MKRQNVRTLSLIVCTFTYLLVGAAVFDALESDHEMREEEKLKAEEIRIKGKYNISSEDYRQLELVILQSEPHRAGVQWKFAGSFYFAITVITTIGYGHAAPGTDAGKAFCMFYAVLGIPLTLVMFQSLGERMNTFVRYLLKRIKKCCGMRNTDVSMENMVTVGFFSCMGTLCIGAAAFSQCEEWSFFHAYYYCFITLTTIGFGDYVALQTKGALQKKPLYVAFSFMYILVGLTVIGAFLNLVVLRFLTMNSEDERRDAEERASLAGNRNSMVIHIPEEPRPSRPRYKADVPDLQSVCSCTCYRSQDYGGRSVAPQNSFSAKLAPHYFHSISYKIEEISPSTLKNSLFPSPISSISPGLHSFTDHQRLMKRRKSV
MrgX1 agonist: agonists of human MrgX1 receptor; Q96LB2; MrgX1-HEK293 cells, Fluo-4 calcium fluorescence, agonist mode; hits give high values; B-score at 10 µM; 0.44% of 310,000 active; AID 588627;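 active means calcium response B-score plate-corrected fluorescence ratio at least 3 library SD, with starting fluorescence B-score inside 5 SD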
Target sequence (Q96LB2 whole entry, looked up): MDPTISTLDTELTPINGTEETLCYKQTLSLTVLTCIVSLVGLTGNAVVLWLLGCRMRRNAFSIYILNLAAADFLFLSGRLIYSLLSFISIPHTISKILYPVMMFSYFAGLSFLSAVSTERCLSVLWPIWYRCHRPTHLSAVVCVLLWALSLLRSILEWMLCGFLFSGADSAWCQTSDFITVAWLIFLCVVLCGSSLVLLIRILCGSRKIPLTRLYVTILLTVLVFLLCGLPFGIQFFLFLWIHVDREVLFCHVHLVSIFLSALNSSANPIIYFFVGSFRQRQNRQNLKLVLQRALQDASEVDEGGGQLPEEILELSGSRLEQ
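Material: MrgX1-expressing HEK293 cells / Dosing: compound as first of three additions / Incubation: overnight seeding, then 1 h dark dye loading / Signal: Fluo-4 NW calcium fluorescence / Evaluation: B-scored fluorescence response ratio / Benchmarks: positive and negative control wells on each plate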
MrgX1 allo act: allosterically activates human MrgX1 receptor signaling. MrgX1-HEK293, Fluo-4 calcium flux, FDSS; hits give high values. B-score at 10 µM. 0.63% of 310,000 active. AID 588675;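 active means plate-corrected calcium response at least 3 library SD above typical, normal starting fluorescence, not activating the receptor alone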;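 further: compound read alongside a low EC10 to EC30 dose of BAM8-22 agonist; peak minus trough fluorescence over baseline measured at the second addition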
KCNQ1 act: human KCNQ1 channel potentiation or activation; B-score at 10 µM; CHO-K1 KCNQ1, thallium flux FluxOR fluorescence; hits give high values; AID 2648; P51787; 0.35% of 310,000 active;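 active means fluorescence ratio B-score, a plate-corrected score, at least three library SD, with initial intensity B-score within 5 SD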
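System: CHO-K1 cells stably expressing KCNQ1 / Medium: assay buffer for compound exposure, DMSO matched across wells / Reagent: thallium- and potassium-containing depolarizing buffer / Compound: one concentration, matched DMSO / Incubation: 20 min compound pretreatment at room temperature / Measured by: kinetic FluxOR fluorescence, 10 s baseline plus 110 s post-stimulus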
ANO1 activ: mouse TMEM16A channel activation, primary screen. Q8BHY3. 0.3% of 340,000 active. B-score at 10 µM. HEK293 TMEM16A/YFP-H148Q/I152L, iodide quench fluorescence; hits give low values;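 active means fluorescence-ratio B-score plate-corrected deviation score at least 3 library SD below zero, with starting fluorescence score within 5 deviations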;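 further: channel opened by trigger with iodide after compound preincubation; score built on the fluorescence ratio of max minus min over baseline; more negative score means more quench and so TMEM16A activation or potentiation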
* = called active by the depositor; i = inactive; / = no result given.

SMILES	hERG protect	TMEM16A inh	KCNK3 block	KCNQ1 inh	RGS4 pot	RGS4 inh	KCNK9 block	MrgX1 agonist	MrgX1 allo act	KCNQ1 act	ANO1 activ
CC(C)c1ccc(NC(=O)[C@H]2CSCN2C(=O)[C@@H]2CCC(=O)N2)cc1	-5.3	i	i	i	i	i	i	i	i	i	i
O=C(CSc1nc(C(F)(F)F)cc(=O)[nH]1)N1CCCCCC1	-11.0	i	i	i	i	i	i	i	i	i	i
COc1cc(NC(=O)c2ccc(CNc3c(N4CCOCC4)c(=O)c3=O)cc2)cc(OC)c1	-6.2	i	i	i	i	i	i	i	i	i	i
O=C(c1cccnc1)n1nc(-c2ccco2)nc1NCc1cccs1	-6.1	/	i	i	i	i	i	/	/	i	i
O=C(COc1ccc2c(c1)OCO2)Nc1nccs1	-2.2	i	i	i	i	i	i	i	i	i	i
CCSc1nnc(Cc2cc(=O)[nH]c(=O)[nH]2)n1-c1cccc(C)c1	-4.9	i	i	i	i	i	i	i	i	i	i
Cc1nc(NC(C)C)c2cnn(CCc3ccccc3)c2n1	-11.7	i	i	i	i	i	i	i	i	i	i
O=C(NC1CCN(Cc2ccccc2)CC1)C1CCN(S(=O)(=O)c2cccc3cccnc23)CC1	0.8	i	i	i	i	i	i	i	i	i	i
CCNC(C(=O)c1c[nH]c2c(CC)cccc12)c1ccccc1 (configuration not stated)	-8.4	i	i	i	i	i	i	i	i	i	i
Cc1cc(F)ccc1NC(=O)c1cc(S(=O)(=O)N2CCCC2)cn1C	-6.8	i	i	i	i	i	i	i	i	i	i
O=C(NCCCNC(=O)c1ccccn1)c1ccccn1	-6.7	i	i	i	i	i	i	i	i	i	i
CC(=O)c1[nH]c(C)c(C(=O)N2CCCC(Nc3cccc(F)c3)C2)c1C (configuration not stated)	-5.2	i	i	i	i	i	i	i	i	i	i
CN(C(=O)COC(=O)c1ccc2c(c1)OCO2)C1CCS(=O)(=O)C1 (configuration not stated)	-4.8	i	i	i	i	i	i	i	i	i	i
Cn1c(-c2cccc(Br)c2)cnc1NCc1ccccc1O	-13.9	i	i	i	i	i	i	i	i	i	i
CC(=O)C1=C(C)NC(SCSc2ccccc2)=C(C#N)C1c1cccnc1 (configuration not stated)	-7.3	i	/	i	i	i	i	i	i	i	/
O=c1c2ccccc2n2c(-c3ccc(C(F)(F)F)cc3)nnc2n1Cc1ccccc1	-8.7	i	i	i	i	i	i	i	i	i	i
O=C(C1CCC(CNc2c(N3CCCC3)c(=O)c2=O)CC1)N1CCc2ccccc21 (configuration not stated)	-3.7	i	i	i	i	i	i	i	i	i	i
Cc1ccc(CN2CCN(C3CSCCSC3)CC2CCO)cc1 (configuration not stated)	-3.6	i	i	i	i	i	i	i	i	i	i
Cc1onc(-c2ccccc2)c1C(=O)NCC1CCN(C(=O)c2c(-c3ccccc3)noc2C)CC1	-2.5	i	i	i	i	i	i	i	i	i	i
COc1ccc(CN2CCN(Cc3ccc(C)cc3)CC2)c(OC)c1	-4.2	i	i	i	i	i	i	i	i	i	i
CC(C)(C)NC(=O)N1CCCC(C(=O)c2cccc(Cl)c2)C1 (configuration not stated)	-7.7	i	i	i	i	i	i	i	i	i	i
O=C(Nc1ccsc1C(=O)N1CCCC1)c1ccccc1	-10.9	i	i	i	i	i	i	i	i	i	i
Cc1ccsc1/C=N/Nc1ccc(C(=O)O)cc1	-7.2	i	i	i	i	i	i	i	i	i	i
Cc1cc(=O)n2[nH]c(-c3ccc(F)cc3)nc2n1	-7.2	i	i	i	i	i	i	i	i	i	i
Cc1cc(C)n(-c2ccc(Cl)c(C(=O)Nc3ccc(-c4nnc5n4CCCCC5)cc3)n2)n1	-21.0	i	i	i	i	i	i	i	i	i	i
CCCCN(CC)C(=O)Cn1ncc2c1-c1cc(C)ccc1OC2	-7.9	i	i	i	i	i	i	i	i	i	i
CCn1c(SCC(=O)N2CCCC2)nnc1-c1ccc(S(=O)(=O)N2CCCCCC2)cc1	-13.6	i	i	i	i	i	i	i	i	i	i
O=C(Nc1ccc(F)c(F)c1)C1=COCCO1	-13.2	i	i	i	i	i	i	i	i	i	i
CCOC(=O)N1CCC(N2Cc3cccc(C(=O)Nc4c(C)cccc4CC)c3C2=O)CC1	-14.8	i	i	i	i	i	i	i	i	i	i
COc1ccc(NC(=O)NNC(=O)C(C)Oc2ccc3ccccc3c2)cc1 (configuration not stated)	-5.5	i	i	i	i	i	i	i	i	i	i
Cc1cccc2c1-c1sc(C(=O)N3CCCCC3)cc1CO2	-6.0	i	-11.7*	i	i	i	i	i	i	i	i
COc1c(C)cc(C(=O)C2CCCN(C(=O)c3cc(C4CC4)[nH]n3)C2)cc1C (configuration not stated)	-5.0	i	i	i	i	i	i	i	i	i	i
COCCCNC(=O)C1CCCN(S(=O)(=O)c2ccc(C)cc2)C1 (configuration not stated)	-6.9	i	i	i	i	i	i	i	i	i	i
O=C(Nc1ccc(F)cc1F)c1ccc2c(c1)[nH]c(=O)n2Cc1ccc(F)cc1	-3.0	i	i	i	i	i	i	i	i	i	i
Cc1ccc(CNC(=O)CCc2ccccc2)cc1	-8.1	i	i	i	i	i	i	i	i	i	i
CCN(CC)C1CCS(=O)(=O)C1 (configuration not stated)	0.3	i	i	i	i	i	i	i	i	i	i
CCc1sc(C(=O)NCCc2ccc(S(N)(=O)=O)cc2)cc1C	-6.3	i	i	i	i	i	i	i	i	i	i
CCOC(=O)C1(CCCc2ccccc2)CCN(Cc2ccn[nH]2)CC1	-11.3	i	i	i	i	i	i	i	i	i	i
O=C(NCCCCC(NC(=O)C1CCCCC1)C(=O)O)c1ccccc1 (configuration not stated)	-5.7	i	i	i	i	i	i	i	i	i	i
NN(CCO)C(=S)Nc1ccc(Cl)cc1	-11.3	i	i	i	i	i	i	i	i	i	i
CC(C(=O)Nc1ccon1)N1C(=O)c2ccccc2S1(=O)=O (configuration not stated)	-8.7	i	i	i	i	i	i	i	i	i	i
CC(=O)c1ccc(-c2ccccc2OC(F)(F)F)o1	-6.0	i	i	i	i	i	i	i	i	i	i
CCOc1ccc(/C=N/NC(=O)C(C)N(c2ccc(OC)cc2)S(C)(=O)=O)cc1OCC (configuration not stated)	-21.3	i	i	i	i	i	i	i	i	i	i
O=C(CC(SCc1ccco1)c1ccc(O)cc1)c1cccs1 (configuration not stated)	-14.3	i	i	i	i	i	i	i	i	i	i
CCCc1nn(C)c(C(=O)Nc2cccc(C)c2)c1Cl	-6.2	i	i	i	i	i	i	i	i	i	i

Brought forward from above: three compounds, then new ones.
SMILES	hERG protect	TMEM16A inh	KCNK3 block	KCNQ1 inh	RGS4 pot	RGS4 inh	KCNK9 block	MrgX1 agonist	MrgX1 allo act	KCNQ1 act	ANO1 activ
CCOc1ccc(/C=N/NC(=O)C(C)N(c2ccc(OC)cc2)S(C)(=O)=O)cc1OCC (configuration not stated)	-21.3	i	i	i	i	i	i	i	i	i	i
O=C(CC(SCc1ccco1)c1ccc(O)cc1)c1cccs1 (configuration not stated)	-14.3	i	i	i	i	i	i	i	i	i	i
CCCc1nn(C)c(C(=O)Nc2cccc(C)c2)c1Cl	-6.2	i	i	i	i	i	i	i	i	i	i
Cc1ccc(N2C(=O)CC(Sc3ccccc3C(=O)O)C2=O)cc1 (configuration not stated)	-5.6	i	i	i	i	i	i	i	i	i	i
COc1ccc(N2CC(O)=C(c3nc4ccccc4s3)C2=N)c(OC)c1	-10.8	i	i	i	i	i	i	i	i	i	i
COc1ccccc1CCC(=O)OCC(=O)Nc1ccc(C(N)=O)cc1	-6.5	i	i	i	i	i	i	i	i	i	i
CCn1c2ccccc2n2c(=O)c(=O)n(CC(=O)N3CCN(c4ccccc4OC)CC3)nc12	-9.5	i	/	i	i	i	i	i	i	i	/
CCOC(=O)c1ccccc1NC(=O)c1cncc(Br)c1	-9.3	/	i	i	i	i	i	/	/	i	i
CCCCn1c(N)c(N(CCOC)C(=O)c2ccc(Br)s2)c(=O)[nH]c1=O	-3.4	i	i	i	i	i	i	i	i	i	i
CCOc1ccc(C(=O)NC(=S)N2CCN(c3ccc(C(F)(F)F)cc3[N+](=O)[O-])CC2)cc1	-4.5	i	i	i	i	i	i	i	i	i	i
CCOc1ccccc1OCCOc1ccccc1OC(C)C	-9.1	i	i	i	i	i	i	i	i	i	i
CC(=O)/C(=C/N(C)C)C(=O)Nc1ccc(Cl)cc1Cl	-6.5	i	i	10*	i	i	i	i	i	i	i
CN(C)S(=O)(=O)c1cc(NC(=O)COC(=O)C2COc3ccccc3O2)ccc1Cl (configuration not stated)	-21.9	i	i	i	i	i	i	i	i	i	i
C=CCN1C(=NC(=O)COc2ccccc2)SC2CS(=O)(=O)CC21 (configuration not stated)	-11.5	i	i	i	i	i	i	i	i	i	i
CCOc1ccccc1C1CC(c2ccc(F)cc2)Nc2nc(N)nn21 (configuration not stated)	-5.3	i	i	i	i	i	i	i	i	i	i
Cc1ccc(C(=O)NCCn2cc(SCC(=O)N3CCOCC3)c3ccccc32)cc1	-8.9	i	i	i	i	i	i	i	i	i	i
Cc1ccc2cc3cc(C(=O)NCc4ccco4)oc3nc2c1	-5.8	i	i	i	i	i	i	i	i	i	i
CSc1ncccc1C(=O)N1CCCC(N2CCN(c3ccccc3F)CC2)C1 (configuration not stated)	-8.4	i	i	i	i	i	i	i	i	i	i
Cn1c(=O)cc(SCC(=O)NCCCN2CCOCC2)c2ccccc21	-15.8	i	i	i	i	i	i	i	i	i	i
O=C(Nc1ccc(N2CCOCC2)cc1)c1ccc(Br)o1	-7.8	i	i	i	i	i	i	i	i	i	i
Cc1ccc(-c2cnc3n2CCCCC3)cc1	3.0	i	i	i	i	i	i	i	i	i	i
CCN(CC)c1ccc(NC(=O)c2c(C)noc2C)cc1	-1.9	i	i	i	i	i	i	i	i	i	i
O=C(NC1CC1)c1cc2ccccc2o1	-1.0	i	i	i	i	i	i	i	i	i	i
CC(O)Cc1nsc(NC(=O)c2cccs2)n1 (configuration not stated)	-6.0	i	i	i	i	i	i	i	i	i	i

An unsorted share of the library; overall some 6.3% were active at least once.
